Growth percent in the NCI-60 one-dose screen (48 h, 10 µM unless noted): 100 = growth as untreated, 0 = no growth, -100 = all killed.
786-0: 786-0 renal cancer cells | hit rate 5.1% among 81,000 | AID 1794775
SF-539: SF-539 CNS cancer; hit rate 6.8% among 81,000; AID 1794752
SN12C: SN12C renal cancer cells | hit rate 3.8% among 81,000
UO-31: UO-31 renal cancer; hit rate 5.2% among 81,000; AID 1794768
DU-145: DU-145 prostate cancer; hit rate 4.2% among 81,000; AID 1794760
SF-268: SF-268 CNS cancer cells; hit rate 3.1% among 82,000
U251: U251 CNS tumor cells; hit rate 5.4% among 80,000
PC-3: PC-3 prostate cancer cells; hit rate 3.9% among 80,000; AID 1794754
SF-295: SF-295 CNS cancer cells. AID 1794758. hit rate 5.6% among 79,000
The depositor's hits bear a star; . = no result given; & = joins results of further samples. Rule for the calls: active = growth percent below 10; inactive = the rest.

SMILES	786-0	SF-539	SN12C	UO-31	DU-145	SF-268	U251	PC-3	SF-295
O=C1/C(=C/c2cc(Br)cc(Br)c2)Cc2c(F)cc(Br)cc21	103	104	102	84	111	106	104	106	98
Cc1cc(Nc2cc(N)ncn2)c(=O)n2c1C(=O)NC21CCCCC1	104	93	96	85	100	96	104	93	99
C#CCCCCCCCCC	107	91	107	83	130	113	100	101	104
O=C(CC(=O)Nc1ccc(Oc2ncnc3scc(Nc4n[nH]c(=S)s4)c23)cc1)Nc1ccc(F)cc1	103	96	101	70	97	93	97	92	110
OCCC1(O)CCCCC1	105	118	96	83	108	109	97	90	95
CSCCC(N)C(=O)NNc1n[nH]c(=S)n1N (stereo unspecified)	101	92	94	84	108	93	115	98	111
C[C@@H](NC(=O)[C@@H](CC(=O)N1CCC(N2CCCCC2)CC1)N1C(=O)[C@@H](N2C(=O)OC[C@@H]2c2ccccc2)[C@H]1/C=C/c1cccc(Cl)c1)c1ccccc1	65	76	84	59	88	68	55	56	82
COc1cc(OC(F)(F)F)ccc1C(=O)Nc1sc2c(c1C#N)CCC(=O)C2	98	8.8*	.	62	103	97	7.3*	38	61
Cc1ccc(C(=O)Nc2ccc(CN3CCN(C)CC3)c(C(F)(F)F)c2)cc1	90	80	96	75	118	100	77	82	99
O=S1(=O)N=C2Oc3ccccc3N2c2ccncc21	100	113	104	75	117	98	94	90	93
CN(CCO)c1ccc(N2Cc3ccccc3OC3=C2C(=O)c2c(O)ccc(O)c2C3=O)cn1	-91*	-69*	-91*	-100*	-99*	-60*	-25*	-15*	.
Cc1ccccc1-n1c(C)nc2c(c(C)nn2-c2ccccc2)c1=O	100	94	77	59	92	90	.	79	85
S=C(NCc1ccccc1)c1ccccc1	100	95	98	85	114	108	94	94	98
CCCCCCCCCCCC1=NC(C)(C)CN1CC(C)O (stereo unspecified)	69	64	70	48	80	60	34	51	93
O=C(/C(=C/c1ccc(F)cc1)c1ccccc1)c1ccc(O)cc1	105	109	89	64	118	92	92	73	.
Cc1ccc2c(n1)C(=O)C(Cl)=C(Nc1ccc(N3CCN(C)CC3)cc1)C2=O	52	-25*	-89*	-97*	-19*	78	8.5*	69	99
CCOC(CCc1c(C)nc(NC(C)=O)[nH]c1=O)OCC	108	101	108	94	110	104	104	96	150
CC1CN(c2oc(-c3ccccc3)nc2C#N)CC(C)O1 (stereo unspecified)	100	99	98	95	100	98	103	102	99
CS(=O)(=O)c1nccc(-c2c(-c3ccc(F)c(OCc4ccc(F)cc4)c3)nc3sccn23)n1	95	90	86	80	-96*	96	100	-17*	97
COc1ccc(-c2cc(-c3cccs3)n(C(C)=O)c(=O)c2C#N)cc1	89	102	92	88	115	104	102	101	109
COc1cc(N)cc(OC)c1OC	101	97	103	96	110	109	98	88	102
COC(=O)Cc1cc(O)cc2oc(-c3ccc4c(c3N)OCO4)cc(=O)c12	95	102	91	69	104	79	86	80	.
COc1ccc(S(=O)(=O)N=N/C=C2\C=CC=CN2O)cc1OC	101	90	94	81	100	99	103	93	91
O/N=C(/CSc1nnc(-c2ccc(Cl)cc2)o1)c1ccc(Cl)cc1	104	104	.	82	89	91	89	88	90
N#CCc1nc2c3c4c(sc3ncn2n1)CCCC4	93	89	85	77	92	86	85	89	92
Next part.
SMILES	786-0	SF-539	SN12C	UO-31	DU-145	SF-268	U251	PC-3	SF-295
O=C(Nc1ccc(Cc2ccc(NC(=O)C(c3ccccc3)c3ccccc3)cc2)cc1)C(c1ccccc1)c1ccccc1	109	103	107	89	97	97	91	73	101
CCNCCNc1cc(-c2ccc(C(F)(F)F)cc2)c(C#N)c2nc3cc(Cl)c(Cl)cc3n12	-78*	-93*	-71*	-92*	-93*	-76*	-94*	-88*	-91*
CSc1cccc(NC(=O)N2CCN(C)CC2)c1	95	107	106	107	118	111	98	.	103
Cc1nn(-c2ccccc2)c2nc(C)n(CC(=O)Nc3ccc(C(=O)N[C@@H](CCC(=O)O)C(=O)O)cc3)c(=O)c12	97	98	95	87	102	103	97	99	93
O=Nc1ccc(O)cc1	110&98	92&90	97&96	63&91	114&97	93&89	94&101	90&85	105&99
CC1(C)[C@@H](O)CC[C@]2(C)[C@H]3C=CC4=C5C[C@](C)(CO)CC[C@]5(C)CC[C@@]4(C)[C@]3(C)CC[C@@H]12	104	105	105	91	113	100	.	102	106
CC1CCN(Cc2cn(CC(=O)Nc3ccc4c(ccn4C)c3)nn2)CC1	106	107	103	86	113	101	103	98	102
CCSC1=NC2C(N(C)C(=O)N2C)N1/N=C/C=C/c1ccccc1[N+](=O)[O-] (stereo unspecified)	101	92	95	82	110	99	94	95	101
COc1cc([N+](=O)[O-])c(NC(C)=O)cc1Br	107	107	98	93	126	107	100	99	103
O=C(CN1CCN(c2cc3c(cc2F)c(=O)c(C(=O)N/N=C/c2ccccc2O)cn3C2CC2)CC1)N/N=C\c1ccccc1O	7.8*	11	25	4.8*	21	17	25	30	22
O=C1CC(c2nc3ccccc3[nH]2)CN1C1CCCCC1 (stereo unspecified)	110	.	108	78	110	101	100	93	97
COc1cc(-c2cc(-c3ccc(Cl)cc3)nc(N3CCOCC3)c2C#N)cc(OC)c1OC	67	92	59	62	79	78	82	69	71
CCOC(=O)c1nn(-c2ccccc2)c2nc3nccc(-c4cc5c(ccc6ccccc65)oc4=O)c3c(=O)n12	91	100	91	65	100	100	92	46	98
O=C(O)c1cn(C2CC2)c2cc(N3CCN(Cn4nc(-c5ccccn5)oc4=S)CC3)c(F)cc2c1=O	94	100	93	84	103	98	99	98	98
CCOC(=O)c1nn(C)c(=S)n(C)c1=O	107	86	99	84	112	110	117	100	110
N/C(=N\OC(=O)c1ccccc1)C(Cc1ccccc1)C(=O)NOC(=O)c1ccccc1 (stereo unspecified)	49	14	69	-60*	16	1.9*	-71*	43	-15*
COc1ccc(C2Cc3ncccc3-c3nc(N)c4cccnc4c32)c(OC)c1OC (stereo unspecified)	92	90	95	83	114	109	99	96	106
Cc1ccc(S(=O)(=O)n2cc(C3C(Cl)C(=O)N3c3ccc(N4CCOCC4=O)cc3)c3ccccc32)cc1 (stereo unspecified)	86	28	45	38	64	58	49	44	83
Cc1ccc(C)c(S(=O)(=O)c2ccccc2)c1	103&109	99&100	104&101	82&90	107&119	93&118	99&95	104&89	101&98
Cc1ccc2nc3nc4no[nH]c4nc3c2c1Br	103	.	92	75	110	94	88	78	72
Cn1c(=O)c2c(ncn2CCC(=O)Nc2ccccc2)n(C)c1=O	101	99	104	81	106	102	96	88	110
Fc1ccccc1-c1nc(-c2nc3ccc(Cl)cc3[nH]2)c2ccccn12	94	.	84	61	94	83	85	68	94
CCn1c(SCC(=O)NNC(=S)Nc2ccc(F)cc2)nc2c1c(=O)n(C)c(=O)n2C	100	94	96	83	107	97	101	100	103
COc1cc(O)c(C(=O)c2ccccc2)cc1S(=O)(=O)O	106	90	108	93	120	107	95	99	.
COc1ccc(-n2c(=S)sc3c(=O)[nH]c(C)nc32)c(OC)c1	101	102	88	83	121	95	107	97	98

17 successive records already listed, for reference:
SMILES	786-0	SF-539	SN12C	UO-31	DU-145	SF-268	U251	PC-3	SF-295
O=C(Nc1ccc(Cc2ccc(NC(=O)C(c3ccccc3)c3ccccc3)cc2)cc1)C(c1ccccc1)c1ccccc1	109	103	107	89	97	97	91	73	101
CCNCCNc1cc(-c2ccc(C(F)(F)F)cc2)c(C#N)c2nc3cc(Cl)c(Cl)cc3n12	-78*	-93*	-71*	-92*	-93*	-76*	-94*	-88*	-91*
CSc1cccc(NC(=O)N2CCN(C)CC2)c1	95	107	106	107	118	111	98	.	103
Cc1nn(-c2ccccc2)c2nc(C)n(CC(=O)Nc3ccc(C(=O)N[C@@H](CCC(=O)O)C(=O)O)cc3)c(=O)c12	97	98	95	87	102	103	97	99	93
O=Nc1ccc(O)cc1	110&98	92&90	97&96	63&91	114&97	93&89	94&101	90&85	105&99
CC1(C)[C@@H](O)CC[C@]2(C)[C@H]3C=CC4=C5C[C@](C)(CO)CC[C@]5(C)CC[C@@]4(C)[C@]3(C)CC[C@@H]12	104	105	105	91	113	100	.	102	106
CC1CCN(Cc2cn(CC(=O)Nc3ccc4c(ccn4C)c3)nn2)CC1	106	107	103	86	113	101	103	98	102
CCSC1=NC2C(N(C)C(=O)N2C)N1/N=C/C=C/c1ccccc1[N+](=O)[O-] (stereo unspecified)	101	92	95	82	110	99	94	95	101
COc1cc([N+](=O)[O-])c(NC(C)=O)cc1Br	107	107	98	93	126	107	100	99	103
O=C(CN1CCN(c2cc3c(cc2F)c(=O)c(C(=O)N/N=C/c2ccccc2O)cn3C2CC2)CC1)N/N=C\c1ccccc1O	7.8*	11	25	4.8*	21	17	25	30	22
O=C1CC(c2nc3ccccc3[nH]2)CN1C1CCCCC1 (stereo unspecified)	110	.	108	78	110	101	100	93	97
COc1cc(-c2cc(-c3ccc(Cl)cc3)nc(N3CCOCC3)c2C#N)cc(OC)c1OC	67	92	59	62	79	78	82	69	71
CCOC(=O)c1nn(-c2ccccc2)c2nc3nccc(-c4cc5c(ccc6ccccc65)oc4=O)c3c(=O)n12	91	100	91	65	100	100	92	46	98
O=C(O)c1cn(C2CC2)c2cc(N3CCN(Cn4nc(-c5ccccn5)oc4=S)CC3)c(F)cc2c1=O	94	100	93	84	103	98	99	98	98
CCOC(=O)c1nn(C)c(=S)n(C)c1=O	107	86	99	84	112	110	117	100	110
N/C(=N\OC(=O)c1ccccc1)C(Cc1ccccc1)C(=O)NOC(=O)c1ccccc1 (stereo unspecified)	49	14	69	-60*	16	1.9*	-71*	43	-15*
COc1ccc(C2Cc3ncccc3-c3nc(N)c4cccnc4c32)c(OC)c1OC (stereo unspecified)	92	90	95	83	114	109	99	96	106

Profiles as entered above.
Cc1ccc2nc3nc4no[nH]c4nc3c2c1Br reads 786-0: 103; SF-539: .; SN12C: 92; UO-31: 75; DU-145: 110; SF-268: 94; U251: 88; PC-3: 78; SF-295: 72
CCSC1=NC2C(N(C)C(=O)N2C)N1/N=C/C=C/c1ccccc1[N+](=O)[O-] (stereo unspecified) reads 786-0: 101; SF-539: 92; SN12C: 95; UO-31: 82; DU-145: 110; SF-268: 99; U251: 94; PC-3: 95; SF-295: 101

Other entries:
SMILES	786-0	SF-539	SN12C	UO-31	DU-145	SF-268	U251	PC-3	SF-295
CN1C(=O)N(C)C2(c3ccccc3)N(CC(=O)NCCc3ccccc3)C(=O)NC12c1ccccc1 (stereo unspecified)	100	98	99	74	114	98	98	103	102
CCn1cc(-c2ccnc(NCCNS(=O)(=O)c3ccc(Cl)cc3)c2)c(-c2cccc(O)c2)n1	95	114	91	86	101	94	94	85	107
CN(C)CCOC(=O)Nc1nc2ccc(C(=O)c3ccccc3)cc2[nH]1	105	98	105	90	106	101	100	92	89
Cc1ccc(-c2n[nH]c(=O)c3c2sc2ncc(-c4ccc(Br)cc4)n23)cc1	92	99	101	83	107	94	104	87	88
CCc1c(C(=O)N[C@@H](C(=O)OCc2ccccc2)C(C)O)[nH]c2ccc(Cl)cc12 (stereo partly specified)	11	71	67	12	86	84	36	82	52
CCN(CC)C(=O)COc1ccc(C=C2C(=O)N(C)C(=O)N(C)C2=O)cc1	104	104	104	92	108	102	104	100	104
O=C1c2ccccc2C(=O)c2cc(Cn3cc[n+](Cc4ccc5ccccc5c4)c3)ccc21	99	84	74	82	115	73	86	39	95
CCOP(=O)(OCC)c1nc(-c2ccccc2)oc1N1CCOCC1	101	104	94	85	103	96	97	98	101
Cc1ccc(S(=O)(=O)Oc2ccc(-c3ccc4sccc4c3)cc2)cc1	97	105	90	88	107	105	101	85	95
COc1c(F)cc(-n2c(C(=O)N3CC(F)C3)cc3cccnc32)cc1F	103	98	98	74	106	95	98	95	102
Cc1nn(-c2ccccc2)c(N2CCOCC2)c1-c1nc2ccccc2[nH]1	101	93	98	69	94	98	86	86	99
Cc1cc(NS(=O)(=O)c2ccc(N)cc2)sn1	102	93	103	91	115	107	107	100	103
COc1cc(/C=N/c2oc(-c3ccccc3)c(-c3ccccc3)c2C#N)cc(CN2CCN(C)CC2)c1O	98	93	98	83	112	99	.	94	103
CC(=O)Nc1ccc(Nc2ccc(NCCO)c3c2C(=O)c2c(O)ccc(O)c2C3=O)cc1	95	78	75	53	98	92	84	88	70
CCCSCCC(C)(N)C(=O)O (stereo unspecified)	105	102	99	93	116	110	.	106	99
Cc1cc2nc3c4ccccc4n(CCN4C(=O)c5ccccc5C4=O)c3nc2cc1C	91	78	90	69	93	94	93	84	86
CCN1C(=O)N(CC)C2NN3C(=O)C4(SC3=NC21)C(c1ccc(Cl)cc1Cl)CN(C)C41C(=O)Nc2ccccc21 (stereo unspecified)	95	95	93	93	95	94	97	88	94
CN(C)C(C(N)=O)c1ccccc1 (stereo unspecified)	101	105	97	84	128	104	98	97	99
NS(=O)(=O)c1ccc(NC(=O)N=Nc2c(O)n(Cc3ccc(F)cc3)c3ccccc23)cc1	90	85	85	61	106	95	86	82	81
